# Diaphorase act = counter-screen for diaphorase-based assays: diaphorase activators and chemical reducers; Diaphorase/resazurin coupled assay, resorufin fluorescence, 16 min; active compounds read high; 1 = vehicle wells, 0 = NADH-free wells; activation factor at 20 µM; 190,000 tested, 0.005% active;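 active = diaphorase activity raised at least twofold by the compound at 20 µM; inactive = activation factor below 2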
#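 Material: purified diaphorase enzyme from Clostridium kluyveri / Medium: HEPES pH 7.4 buffer with MgCl2 and Tween 20 / Schedule: enzyme reaction of 16 min at room temperature / Measured by: resorufin fluorescence, excitation 544 nm, emission 590 nm / Evaluation: rise in resorufin formation, marking diaphorase activation or chemical reduction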
# Redox H2O2 prof = compounds producing H2O2 with reducing agent – biochemical, NIH compound library profiling, artefact control for MLSCN library redox annotation, primary screen | AID 878 | DTT-dependent redox cycling H2O2, phenol red/HRP absorbance; 100% = 100 µM peroxide control, 0% = buffer | activation, % at 10 µM | 200,000 tested, 0.03% active;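 active = activation of at least 50% relative to the plate's high and low controls in the primary single-dose screen; inactive = activation below 50%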;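 also: compound incubated with DTT at 0.8 mM final as the reducing agent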
# RAM network inh = yeast RAM network inhibition; inhibition, % at 50 µM; 190,000 tested, 1.8% active; S. cerevisiae dse1pr::URA3 reporter, 5-FOA growth OD615, 2 d; analog-sensitive cbk1-as2 kinase mutant strain;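 active = inhibition above a set limit, 3 SD over mean compound inhibition, cut at about 8.4% in these data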;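 also: 0% = DMSO-only wells with no growth and 100% = 10 µM 1-NA-PP1 full growth; inhibition rescues growth on 5-FOA so higher OD means more RAM inhibition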
# PMI act satM6P = activators of human phosphomannose isomerase at near-saturating mannose 6-phosphate | P34949 | coupled PMI enzyme assay, resazurin fluorescence, 20 min; active compounds read high; 1 = untreated enzyme, 0 = substrate-free blank | activation factor at 20 µM | 190,000 tested, 0.34% active;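 active = activation factor of 2 or more at 20 µM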
# Target sequence (P34949 whole entry, looked up): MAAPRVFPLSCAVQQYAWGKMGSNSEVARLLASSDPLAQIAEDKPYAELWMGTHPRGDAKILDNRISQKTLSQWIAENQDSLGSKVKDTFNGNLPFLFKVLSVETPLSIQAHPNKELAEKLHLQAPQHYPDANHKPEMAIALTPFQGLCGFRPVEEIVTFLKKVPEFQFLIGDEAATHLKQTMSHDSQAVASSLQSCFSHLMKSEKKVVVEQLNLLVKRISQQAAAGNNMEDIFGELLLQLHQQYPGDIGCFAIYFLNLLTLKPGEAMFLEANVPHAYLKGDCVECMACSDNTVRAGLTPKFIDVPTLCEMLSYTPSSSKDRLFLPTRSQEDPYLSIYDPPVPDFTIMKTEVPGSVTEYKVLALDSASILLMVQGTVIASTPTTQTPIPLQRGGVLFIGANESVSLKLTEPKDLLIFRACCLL
#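 Test system: human PMI in coupled enzyme assay; Input: PMI at 15 ng/mL final; Medium: HEPES buffer, pH 7.4; Schedule: 20 min incubation at room temperature; Technique: resorufin fluorescence at Ex 544/Em 590 nm; Compound: 20 µM single dose; Probe or stimulus: Near-saturating mannose-6-phosphate, 1.0 mM.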
# PMI act = phosphomannose isomerase (human) activation. P34949. purified human PMI, coupled resazurin fluorescence, 20 min; active compounds read high; 1 = vehicle control, 0 substrate-free wells. activation factor at 20 µM. 190,000 tested, 0.005% active. AID 1214;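 active = activation factor of 2 or more at 20 µM, relative to plate controls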
# S1P3 antag = S1P3 (human) receptor antagonism | Q99500 | CHO S1P3 NFAT-BLA reporter, FRET fluorescence, antagonist mode | inhibition, % at 4.98 µM | 170,000 tested, 0.27% active | AID 485;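 active = inhibition above the plate cutoff, the mean inhibition of test wells on that plate plus 3 SD, cut at about 28% in these data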;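 also: cells challenged with S1P at its EC80 of 0.8 µM; blue over green emission ratio from cleaved BLA substrate after 4 h stimulation; 0% = S1P-stimulated wells and 100% = unstimulated DMSO-only wells; some compounds past the cut are filed as inactive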
# Target sequence (Q99500 whole entry, looked up): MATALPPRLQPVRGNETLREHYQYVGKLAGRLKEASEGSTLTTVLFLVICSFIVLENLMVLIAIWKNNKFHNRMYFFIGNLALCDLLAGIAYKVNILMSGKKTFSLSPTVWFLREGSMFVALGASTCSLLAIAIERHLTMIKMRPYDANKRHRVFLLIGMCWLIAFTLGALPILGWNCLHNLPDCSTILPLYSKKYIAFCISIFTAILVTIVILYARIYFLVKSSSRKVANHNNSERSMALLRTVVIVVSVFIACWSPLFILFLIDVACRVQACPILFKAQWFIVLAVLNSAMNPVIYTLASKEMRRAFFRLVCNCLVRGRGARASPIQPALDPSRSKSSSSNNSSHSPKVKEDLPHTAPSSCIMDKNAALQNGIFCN
# Lmaj promast = Leishmania major promastigote growth inhibition; 200,000 tested, 9% active; inhibition, % at 10 µM; Leishmania major promastigotes, resazurin fluorescence viability;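 also: promastigotes grown with compound for 44 hours at 28 °C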
# TLR4-MyD88 BLA = blocks binding of human TLR4 to MyD88. inhibition, % at 8.4 µM. 200,000 tested, 0.18% active. HeLa CL3-4 TLR4/MyD88 BLA complementation, FRET ratio. O00206+Q99836; in the data active = inhibition above about 25%;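 also: 0% = vehicle and 100% = reference inhibitor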
# Diaph inh CS = counter-screen for diaphorase-based assays: diaphorase inhibitors and chemical oxidizers | inhibition, % at 20 µM | 190,000 tested, 0.69% active | diaphorase resazurin-to-resorufin fluorescence, NADH, 16 min; bacterial (C. kluyveri) enzyme, not human;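 active = primary screen inhibition at 20 µM above a set limit, cut at about 50% in these data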;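 also: plate controls were DMSO with full reaction for no effect and wells lacking NADH for full effect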
#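 Assay system: diaphorase enzyme from Clostridium kluyveri. Quantity: enzyme working solution with 0.14 U/mL diaphorase. Schedule: reaction incubation of 16 min at room temperature. Technique: resorufin fluorescence, excitation 544 nm, emission 590 nm. Controls: No-NADH positive control and DMSO neutral control.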
# Hsp70 activator = transcriptional activators of Hsp70 | HeLa Hsp70 promoter luciferase reporter, luminescence; scaled: vehicle 0, proteasome-inhibitor control 100% | 200,000 tested, 0.04% active | activation, % at 10 µM | AID 1203;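 active = activation above the mean across all tested compounds plus 3 SD, cutoff set per campaign, cut at about 5.5% in these data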;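 also: 100% = MG132 at 30 µM as the positive control and 0% = DMSO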
# G6PDH counter = inhibits Leuconostoc G6PDH, flagging false hits in G6PDH-based assays; Purified L. mesenteroides G6PDH, diaphorase/resazurin coupled fluorescence, 45 min; 200,000 tested, 0.12% active; inhibition, % at 5 µM; AID 1020
# An asterisk follows results filed as active; · = not tested or not shown. Rule as the data show it, unless noted: active = inhibition above about 50%; inactive = the rest.
compound	Diaphorase act	Redox H2O2 prof	RAM network inh	PMI act satM6P	PMI act	S1P3 antag	Lmaj promast	TLR4-MyD88 BLA	Diaph inh CS	Hsp70 activator	G6PDH counter
COc1ccc(OC)c(S(=O)(=O)NCc2csc(-c3ccccc3)n2)c1	0.9	0.4	0.6	1	1	-3.1	78.1*	0.0	5.4	-0.1	-12.4
COC(=O)CN(Cc1ccccc1)S(=O)(=O)c1ccc(OC)c(OC)c1	0.9	-0.9	-0.8	0.9	1	-9.3	6.4	-6.7	12.3	-0.2	2.9
O=C(O)c1ccc(NS(=O)(=O)c2cccc3nsnc23)cc1	0.9	1.2	0.9	0.9	1	-25.9	38.0	-10.8	12.0	-0.1	-2.7
Cc1cc(C(=O)CN2CCCC(C)C2)c(C)n1-c1ccc(F)cc1 (stereo not drawn)	1	0.3	-0.4	1	1	-4.8	73.5*	19.9	-4.1	-0.5	-3.6
CCCS(=O)(=O)N1CCCC(C(=O)NCCCN2CCN(c3cccc(Cl)c3)CC2)C1 (stereo not drawn)	0.9	3.3	0.4	1	1	10.7	-2.9	8.1	11.2	-0.5	0.6
CCCC(C)NC(=O)COc1ccc(S(=O)(=O)N2CCCC2)cc1 (stereo not drawn)	1.1	-0.9	2.6	1	1	-16.6	-2.4	-11.8	-5.1	-0.5	8.2
O=C(CCCn1c(=O)[nH]c2cc(Cl)ccc2c1=O)NC1CCCCCC1	0.9	0.0	5.0	1	0.9	·	-1.0	-1.0	11.3	-0.7	1.5
Cc1ccc(NC(=S)NNC(=O)Cn2nc(C(F)F)cc2C(F)F)cc1	0.9	-0.6	2.1	1.1	1.1	-3.8	-7.8	6.5	5.2	-0.2	2.9
Cc1cccc(NC(=O)/C(C#N)=C/c2cn(CC(=O)NCc3ccco3)c3ccccc23)c1	1	0.6	2.2	1	1	-0.1	-2.3	-11.5	3.5	-0.4	-1.4
Cc1nn(-c2ccccc2)c(C)c1/C=N/N1CCN(c2ccccn2)CC1	1	-0.1	0.0	0.9	0.9	-6.8	-2.8	-1.8	1.1	-0.1	6.4
CCOc1ccc(NC(=O)CCN2CCN(S(=O)(=O)c3ccc(Cl)cc3)CC2)cc1	0.9	0.1	1.2	1	1	·	48.2	-3.3	10.2	-0.4	8.5
COc1ccc(N2C(=O)CC(N3CCCCC3)C2=O)cc1 (stereo not drawn)	1.1	-2.2	3.6	1.1	1.1	-4.8	-2.6	-11.9	-5.3	-0.1	3.5
O=C(COC(=O)Cc1ccc(S(=O)(=O)N2CCOCC2)s1)NCc1ccc(Cl)cc1	0.8	0.1	2.1	1.3	1.1	·	-3.1	3.0	21.8	-0.3	0.7
COCCCNC(=O)CN(c1ccc(Cl)c(Cl)c1)S(C)(=O)=O	0.9	-0.9	-0.3	0.9	1.1	-2.0	-0.8	-0.7	11.2	-0.3	5.2
CN1CCN(C(=O)N2c3ccccc3CCc3ccccc32)CC1	1	7.5	0.3	1.1	1.1	1.1	-0.1	-4.6	2.1	-0.2	2.7
COc1ccccc1OCCOCCOc1ccc(C)cc1Br	0.9	-0.8	0.5	1	0.9	-17.5	33.1	-0.7	10.1	-0.3	-10.9
COc1cc(C(=O)N/N=C(\Cc2ncc[nH]2)c2ccccc2)cc(OC)c1OC	0.9	0.9	0.4	1	1.1	2.9	6.1	-14.4	7.1	0.1	5.6
CCOC(=O)N1CCN(S(=O)(=O)c2ccc3[nH]cc(C(=O)O)c(=O)c3c2)CC1	0.8	1.7	-0.7	0.9	0.8	-46.6	-5.3	6.2	20.7	0.1	4.2
CN(c1cccc(NC(=O)c2ccc(N(C)S(=O)(=O)c3ccccc3)cc2)c1)S(C)(=O)=O	0.8	-0.8	3.6	0.9	0.9	2.7	61.7*	-6.5	20.7	-0.3	3.5
N/C(=N\OC(=O)COc1ccc(Br)cc1Cl)c1ccccn1	0.9	-1.1	1.3	1	1	2.4	48.3	-0.9	6.3	-0.2	6.8
O=C(Cn1cnc2c(nnn2Cc2ccccc2)c1=O)NCC1CCCO1 (stereo not drawn)	0.8	0.0	0.8	0.9	0.9	10.7	25.4	8.0	17.7	0.1	-17.2
c1coc(-c2nc3ccccc3nc2-c2ccco2)c1	0.2	-0.1	1.9	0.7	1.1	·	-7.5	-6.1	80.3*	-0.2	21.0
Cc1ccc(NS(=O)(=O)Cc2ccccc2)nc1	1.1	-1.0	1.3	0.8	1	-7.6	-6.4	5.5	-8.2	-0.1	10.6
O=C(NC1CCCCCCC1)c1ccccc1O	0.9	2.1	-1.9	1	0.9	-19.8	47.1	2.4	13.6	-0.2	7.8
CCOc1ccc(CC2CC(=O)NC2=O)cc1 (stereo not drawn)	0.9	0.3	0.3	0.9	0.9	·	-3.2	9.7	13.6	-0.5	6.3

# (further entries)
compound	Diaphorase act	Redox H2O2 prof	RAM network inh	PMI act satM6P	PMI act	S1P3 antag	Lmaj promast	TLR4-MyD88 BLA	Diaph inh CS	Hsp70 activator	G6PDH counter
CCN1C(=O)NC2=C(C(=O)c3ccccc32)C1c1ccccc1F (stereo not drawn)	1	0.1	2.5	1.1	1	·	99.8*	1.2	4.6	-0.4	3.7
CCCC(=O)Nc1cc(OC)c(NC(=O)NC2CCCCC2)cc1OC	0.9	3.2	2.3	0.5	0.9	-18.9	14.2	4.3	14.2	0.0	-2.2
COc1ccc2nc(NC(=O)CSc3nc(SC)ns3)sc2c1	1	0.3	2.0	1	1	-5.7	11.9	9.3	-3.8	0.1	-12.4
COc1ccc(C(=O)NCC(=O)N2CCC(C)CC2)cc1OC	1	0.9	1.3	1.1	1	·	-6.5	9.2	-3.0	-0.2	2.1
CSc1ccc(CN2CCN(C(C)C)C(CCO)C2)cc1 (stereo not drawn)	0.9	-0.5	0.6	1.1	1.1	10.9	3.4	-16.8	5.3	0.6	14.0
COc1ccc(CCNc2cc(-c3ccccc3)nc3ncnn23)cc1	1	2.6	2.8	1	1	·	27.1	-10.6	3.1	-0.2	3.3
Cc1csc(-c2coc3cc(O)cc(C)c3c2=O)n1	0.9	-0.1	1.6	1	1	5.7	1.1	-0.9	5.3	-0.2	4.9
CC(=O)N1c2ccccc2NC(=O)C1(C)C	0.9	0.1	1.2	0.9	0.9	·	-4.7	-3.5	12.5	-0.1	21.6
Cc1ccc2nc(-c3cccnc3)oc2c1	0.8	-1.5	-0.4	1	1	-6.0	-3.1	-10.0	15.3	-0.1	0.5
Cc1ccc(C(=O)O)cc1N1C(=O)c2cccc3cc(Br)cc(c23)C1=O	0.9	1.9	3.1	0.9	0.9	·	-4.2	-8.7	9.3	-0.2	3.2
Cc1ccc(NC(=O)N(CCCN2CCOCC2)Cc2cccnc2)cc1C	0.9	-0.5	0.9	1	1	·	64.6*	-18.6	6.7	-0.2	-2.8
CCCCN(C(=O)Cn1nnc2ccccc21)C(C(=O)NCc1ccco1)c1ccncc1 (stereo not drawn)	0.8	0.8	3.5	1	1	4.8	-7.8	6.4	19.2	-0.4	3.3
CCCS(=O)(=O)c1c(S(=O)(=O)CCC)c2ccc(C(C)=O)cn2c1C(=O)OC	0.8	-0.7	-0.2	1	1	-8.9	5.7	5.4	17.0	0.0	15.1
Cc1cc(C(=O)Nc2ccccc2N2CCOCC2)c2ccccc2n1	0.9	-0.1	1.7	1.2	1.1	·	1.1	-8.3	5.1	-0.6	2.7
COCCN(C(=S)Nc1c(C)cccc1C)C(C)c1cccs1 (stereo not drawn)	0.9	0.3	0.5	1	1	7.1	55.9*	1.4	11.5	-0.3	5.3
COc1ccc(Cl)cc1S(=O)(=O)Nc1ccncc1	0.8	0.0	1.5	1	1	7.1	-0.4	-4.5	15.8	0.1	-2.7
CC1CCC2(CC1)NC(=O)N(CC(=O)NC(=O)NC1CCCC1)C2=O (stereo not drawn)	0.9	-1.3	0.0	1	1.1	1.4	0.0	-3.1	7.9	-0.2	21.8
COC(C(=O)Nc1ccc(S(=O)(=O)Nc2c(C)cccc2C)cc1)c1ccccc1 (stereo not drawn)	1	-0.8	3.5	1	1	-7.2	44.8	-1.5	-0.4	-0.1	2.0
COc1ccc(-c2nn3c(COc4ccccc4)nnc3s2)cc1OC	0.7	-1.6	3.2	0.9	0.9	·	-8.9	0.8	25.5	0.1	5.1
O=C(CSc1cccc(C(F)(F)F)c1)Nc1cc(S(=O)(=O)N2CCCC2)ccc1Cl	0.9	-0.2	15.5*	1	0.9	-7.6	55.0*	-6.7	10.1	-0.4	3.2
O=C(NCCCCNC(=O)c1c(F)c(F)c(F)c(F)c1F)c1c(F)c(F)c(F)c(F)c1F	1	2.1	1.1	1.1	1	10.8	-11.2	-1.0	-0.5	-0.2	-5.7
COc1ccc2c(c1)-c1nc(/N=C/c3ccc(O)c(OC)c3)sc1CC2	0.6	0.1	0.5	0.3	0.4	-4.7	24.9	8.3	35.6	-0.2	-11.5
Cc1ccc(C(=O)/C=C\Nc2ccc(C)c(C)c2)cc1	1	0.7	5.5	1	1	3.3	-6.5	-2.2	0.9	0.3	-0.1
Cc1csc(SCC(=O)c2c(N)n(CC(C)C)c(=O)n(C)c2=O)n1	0.9	0.5	2.9	1	0.9	·	7.6	4.1	10.6	-0.2	9.1
O=Cc1ccc(-n2cccn2)cc1	0.9	0.2	1.1	0.9	0.9	3.8	34.6	-3.1	10.4	-0.2	5.9

# The listing continues.
compound	Diaphorase act	Redox H2O2 prof	RAM network inh	PMI act satM6P	PMI act	S1P3 antag	Lmaj promast	TLR4-MyD88 BLA	Diaph inh CS	Hsp70 activator	G6PDH counter
Cc1nnc(SCC(=O)Nc2ccc3c(c2)OCO3)[nH]c1=O	0.9	0.0	0.5	0.8	0.9	-2.2	-11.7	1.3	12.3	-0.4	2.9
CCS(=O)(=O)N1CCCC(C(=O)c2ccc(OC)cc2C)C1 (stereo not drawn)	0.8	-0.2	-1.0	0.9	1	-10.3	0.0	6.1	15.7	-0.3	14.4
CCOC(=O)c1ccc(OS(=O)(=O)c2ccccc2)c(OC)c1	0.9	0.4	1.3	1.1	1.1	-4.5	92.4*	8.3	12.7	-0.3	7.1
COc1ccc(OCC(O)CN2C(=O)c3ccccc3S2(=O)=O)cc1 (stereo not drawn)	0.8	1.3	0.4	1	1	-23.9	1.0	3.0	18.8	0.1	-1.1
CC(=O)NC(CC(=O)NC(C)c1ccc(Cl)cc1Cl)c1ccccc1 (stereo not drawn)	0.9	-1.1	0.7	1	1	3.3	4.5	-11.4	8.4	-0.3	2.9

# High-throughput results: PubChem BioAssay, several laboratories
